# Compound activity as filed in PubChem BioAssay.
# Myeloid diff 2 – induction of myeloid progenitor differentiation, primary screen, cell-based, flow cytometry, MLPCN library; ER-HoxA9 myeloid progenitors, lysozyme-GFP differentiation; calls only at 10 µM; hit rate 1% among 360,000; AID 624256, 2012;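 active means normalized GFP-positive differentiation at or above the plate's own cutoff, the solvent-only control mean plus 3 SD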;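 further: cells exposed to compound for four days before flow analysis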
# LYP inhibition – inhibitors of LYP phosphatase, biochemical, fluorescence intensity, uHTS (AID 1779). inhibition, % at 11.5 µM, or IC50 in µM where a hit was titrated. hit rate 0.054% among 290,000. recombinant LYP phosphatase, fluorescence intensity; higher % means a stronger effect;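 further: plate controls were vehicle with enzyme for no effect and no enzyme for full effect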
# TNAP activation fold – human TNAP enzyme activators, primary screen, biochemical, luminescent, no phosphate acceptor, uHTS (AID 1001); Alkaline phosphatase, tissue-nonspecific isozyme (Homo sapiens); one-dose activation fold at 20 µM; EC50 in µM for titrated hits; purified TNAP, luminescent activation assay, no phosphate acceptor; higher activation fold means a stronger effect; hit rate 0.03% among 200,000; in the data active means activation fold from about 3, or a potency from the dose series; inactive means the rest, 99 in 100 with activation fold below about 1.6; further: many of its hits are not listed in these tables
# M1AAP inhibition – P. falciparum M1AAP inhibitors, biochemical, fluorogenic H-Leu-NHMec substrate, 1536-well (AID 1445); recombinant M1AAP, H-Leu-NHMec fluorogenic kinetic assay; higher % means a stronger effect; one-dose inhibition, % at 30 µM; IC50 in µM for titrated hits; hit rate 0.42% among 220,000;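 active means primary inhibition above the hit cutoff, then over 50% inhibition at one or more dose response concentrations, cut at about 23% in these data, passing the limit was not always enough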;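 further: plate controls were DMSO full reaction for no effect and no enzyme background for full effect; strong numbers were not always called active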
# M17LAP inhibition – P. falciparum M17LAP inhibitors, primary screen, biochemical, fluorogenic H-Leu-NHMec substrate, 1536-well (AID 1619) | recombinant M17LAP, H-Leu-NHMec fluorogenic kinetic assay; higher % means a stronger effect | inhibition, % at 30 µM; hits with a dose series show IC50 in µM | hit rate 0.38% among 220,000 | Leucine aminopeptidase (Plasmodium falciparum (isolate 3D7));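 active means compound inhibiting the enzyme by more than half at any dose during confirmatory dose-response retesting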;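 further: plate controls were full reaction with DMSO carrier for no effect and no enzyme background for full effect; strong numbers were not always called active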
# PMI inhibitors – inhibitors of human PMI, primary screen, biochemical, fluorescence intensity, coupled assay (AID 1209); hit rate 0.42% among 190,000; Mannose-6-phosphate isomerase (Homo sapiens); purified PMI enzyme, coupled fluorescence intensity; higher % means a stronger effect; inhibition, % at 20 µM, or IC50 in µM where a hit was titrated;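 further: plate controls were DMSO vehicle for no effect and wells lacking substrate for full effect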
# ER stress rescue – rescue of cells from ER stress-induced death, primary screen, 384-well, CSM14.1, thapsigargin, ATP luminescence (AID 1222). 190,000 tested, under 10 active. CSM14.1 thapsigargin-induced death rescue, ATP luminescence; higher % means a stronger effect. cellular ATP content (survival), % at 20 µM; hits with a dose series show EC50 in µM;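 active means EC50 below 50 µM in the dose-response confirmation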;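 further: death triggered by thapsigargin at about 15 µM added after 2 h compound pretreatment; cell ATP read after overnight thapsigargin exposure of roughly 18 to 22 hours; normalized against plate controls of thapsigargin alone and 5% DMSO vehicle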
# PMI inhibition – human PMI inhibitors, high substrate, primary screen, biochemical, fluorescence intensity, high mannose 6-phosphate (AID 1220); hit rate 0.66% among 190,000; recombinant PMI enzyme, coupled fluorescence intensity; higher % means a stronger effect; Mannose-6-phosphate isomerase (Homo sapiens); inhibition, % at 20 µM; hits with a dose series show IC50 in µM
# XIAP displacement – XIAP antagonists, biochemical, IAP family, fluorescence polarization (AID 1018) | hit rate 0.007% among 200,000 | E3 ubiquitin-protein ligase XIAP (Homo sapiens) | XIAP BIR domain, fluorescence polarization peptide displacement; higher % means a stronger effect | displacement, % at 20 µM, or IC50 in µM where a hit was titrated; in the data active means displacement above about 50%; further: a part of the inactive calls stands beside numbers as strong as those of hits
# Myeloid diff 2 GFP+ MAC1+ % – second read-out of Myeloid diff 2, no call of its own (marks repeat the call); GFP+ MAC1+ double positive, %; measured here: differentiation confirmed by MAC1 staining
# Numbers without * were called inactive; i = inactive; . = not tested or not shown. Unless noted, no stated cut-off is given here; in the data, active means inhibition above about 50%; inactive means the rest.
SMILES,Myeloid diff 2,Myeloid diff 2 GFP+ MAC1+ %,LYP inhibition,TNAP activation fold,M1AAP inhibition,M17LAP inhibition,PMI inhibitors,ER stress rescue,PMI inhibition,XIAP displacement
COc1cccc(NC(=O)N2CCCC2C(=O)Nc2ccc3c(c2)OCO3)c1 (stereo not drawn),i,0.5,-2%,1.1,7%,-7%,-2%,0.6%,-2%,-2.3%
COc1ccc(C(=O)NCC(=O)OCC(=O)Nc2cccc(S(=O)(=O)N3CCCC3)c2)cc1,i,0.3,-1%,.,3%,3%,.,.,.,.
O=C(COc1ccccc1)N1CCN(C(=O)Cc2ccccc2)CC1,i,1.0,-2%,1.1,15%,-3%,6%,0.5%,4%,-15%
CCOC(=O)/C(C#N)=C/C1=C(N2CCOCC2)CC(C)(C)OC1,i,0.1,-7%,.,2%,-10%,.,.,.,.
O=C(CSc1nc2ccccc2[nH]1)NC1CCCc2ccccc21 (stereo not drawn),i,0.4,-6%,1.2,7%,2%,9%,-4.2%,-4%,-0.8%
CCCCCCCCCCCCN1C(=O)CSC1c1cccnc1 (stereo not drawn),i,0.7,4%,.,1%,3%,.,.,.,.
CC1(C)OC(=O)C(C(c2ccccc2)C(C#N)C(N)=O)=C(O)O1 (stereo not drawn),i,1.3,-12%,1.1,-2%,6%,-4%,-2.7%,-8%,-5.2%
COc1ccc(OCCSc2nc3ccccc3n2CC(=O)O)cc1,i,7.3,5%,1.1,-1%,-4%,3%,-0.2%,1%,1.0%
CCOc1cc(/C=N\Nc2nc(Nc3ccccc3)nc(N3CCOCC3)n2)ccc1OC(=O)c1ccco1,i,0.9,4%,1.2,6%,6%,16%,10%,11%,-3.6%
O=C(NC1CCCCC1)C1CCCN(S(=O)(=O)c2cnc[nH]2)C1 (stereo not drawn),i,3.5,-1%,1.2,1%,-2%,-10%,-2.4%,-10%,-8.3%
CCOC(=O)N1CCC(NC(=S)Nc2ccc3nc(N4CCN(C)CC4)cc(C)c3c2)CC1,i,0.9,-8%,1.1,3%,-1%,20%,-5.9%,36%,-5.6%
COC(=O)c1sccc1NC(=O)c1cnc2cc(C)nn2c1C,i,0.4,-2%,1.1,2%,-2%,4%,.,1%,-7.5%
CN(C)CCCN(C(=O)c1ccc(N2C(=O)CCC2=O)cc1)c1nc2c(F)cccc2s1,i,0.3,2%,1.1,4%,-5%,-12%,.,-1%,-2.8%
CCCCOC(=O)C1=C(C)Nc2ncnn2C1c1ccc(OCC)c(OC)c1 (stereo not drawn),i,0.7,-3%,1.1,-1%,-10%,-2%,-1.8%,-2%,-0.5%
COc1ccc(-c2[nH]ncc2CN2CCN(C3CCCCC3)C(=O)C2)cc1F,i,0.4,-4%,0.8,-1%,4%,4%,4.6%,1%,-5.0%
COc1cccc(/C=N/n2nnnc2N)c1,i,0.4,-5%,.,4%,-6%,.,.,.,.
COc1ccc(CN2CCN(C(=O)c3ccco3)CC2)cc1,i,1.0,-1%,1,3%,-3%,-11%,-0.8%,5%,-5.6%
CCOC(=O)c1c(C)[nH]c(C)c1C(=O)COC(=O)c1ccc(Cl)c(S(=O)(=O)NCc2ccccc2)c1,i,2.6,-5%,1.1,19%,10%,2%,0.6%,-1%,-0.4%
CC(C)C(=O)NNc1ccccc1,i,0.3,4%,1.1,1%,-1%,-36%,-1.4%,-26%,-7.9%
COc1cccc(CN(C)CC(=O)Nc2sc3c(c2C#N)CCC3)c1,i,0.2,0%,1.1,2%,11%,11%,-14%,11%,-5.8%
COC(=O)C(C)Sc1nc2c([nH]c3ccccc32)c(=O)n1C (stereo not drawn),i,0.3,-2%,1,8%,29%,-5%,1.2%,-11%,-3.9%
Cc1ccc(C2C(=O)N(C3CCC(C)CC3)CC(=O)N2C2CCCC2)cc1 (stereo not drawn),i,1.0,3%,1,0%,-3%,0%,1.1%,0%,-2.5%
CC1(C)Cc2c(sc3c2C2=NCCN2C=N3)CS1,i,0.5,-4%,1.2,0%,7%,-27%,-1.3%,-39%,-2.3%
NC(=O)CC(NC(=O)c1ccc(Br)cc1)c1ccc(N2CCC(Br)CC2)c([N+](=O)[O-])c1 (stereo not drawn),i,3.2,-3%,.,-5%,-1%,.,.,.,.
COc1ccc(-c2cc(-c3nnc(COC(=O)CC4CC5CCC4C5)o3)c3ccccc3n2)cc1OC (stereo not drawn),i,0.7,11%,1.1,2%,-4%,18%,2.2%,14%,-16%
O=C(COC(=O)CCCCCN=C1NS(=O)(=O)c2ccccc21)Nc1ccc(Cl)c(Cl)c1,i,0.4,-2%,1.1,-4%,9%,3%,2.9%,7%,1.6%
COc1ccc(C(=O)Nn2cnnc2)cc1OC,i,1.1,-6%,.,0%,6%,.,.,.,.
Cc1ccc(NC(=O)c2[nH]cnc2C(=O)NN)cc1,i,0.3,3%,2.3,-12%,2%,-7%,-0.5%,10%,-1.8%
CCn1c(CSc2nnc(C)n2-c2ccccc2)nc2cc(S(=O)(=O)N(C)C)ccc21,i,0.3,-2%,1.2,4%,-12%,2%,0.3%,10%,2.2%
CCOc1ccc(C(=O)NCC(=O)OCC(=O)N2CCC(C)CC2)cc1,i,0.5,-6%,1.1,1%,6%,0%,-2.6%,-2%,-2.3%
Cc1cccc(NC(=O)C2CC(=O)NC(Nc3nc4ccccc4s3)=N2)c1 (stereo not drawn),.,.,-8%,1,9%,5%,5%,1.9%,-12%,-1.8%
Cc1c(NC(=O)C(C)OC(=O)/C=C/c2ccco2)c(=O)n(-c2ccccc2)n1C (stereo not drawn),i,1.1,15%,0.9,-1%,1%,3%,0.8%,5%,-17%
CCOC(=O)c1ccc(Nc2nc(C)cc(=O)[nH]2)cc1,i,3.8,-3%,1.1,3%,-8%,9%,-0.5%,3%,-9.0%
C/C(N)=C(/C#N)C(=O)COC(=O)CCC1CCCC1,i,1.2,1%,1.1,5%,2%,8%,-1.1%,0%,-4.0%
CC(=O)N(C(C)=O)S(=O)(=O)c1ccc(N=NN2CCCCC2)cc1,i,0.5,-4%,1.2,6%,39%,-4%,-1.9%,-10%,-7.7%
CCOC(=O)C1CCCN(C(=O)c2cc3nc(-c4cccc(OC)c4)cc(C(F)(F)F)n3n2)C1 (stereo not drawn),i,7.1,-1%,1.1,8%,-1%,12%,-1.5%,8%,-5.5%
CC(=O)N(Cc1cccnc1)Cc1cc2ccccc2[nH]c1=O,i,2.5,-4%,1.1,1%,3%,0%,-0.4%,3%,-7.4%
NS(=O)(=O)c1ccc(NC=C2C(=O)OC3(CCCCC3)OC2=O)cc1,i,0.5,-8%,1.1,6%,29%,-12%,-3.0%,-8%,-4.3%
O=C(NCCNS(=O)(=O)c1cccc(C(F)(F)F)c1)c1cc(OCC(F)(F)F)ccc1OCC(F)(F)F,i,0.5,1%,1.1,-8%,2%,-7%,2.0%,-12%,-6.0%
O=C(c1ccc2ccccc2c1)N1CCN(c2ccc([N+](=O)[O-])c(N3CCOCC3)c2)CC1,i,3.3,2%,0.9,2%,-6%,5%,1.2%,11%,-2.6%

# 3 entries picked at random from those above:
SMILES,Myeloid diff 2,Myeloid diff 2 GFP+ MAC1+ %,LYP inhibition,TNAP activation fold,M1AAP inhibition,M17LAP inhibition,PMI inhibitors,ER stress rescue,PMI inhibition,XIAP displacement
COc1cccc(/C=N/n2nnnc2N)c1,i,0.4,-5%,.,4%,-6%,.,.,.,.
COc1ccc(CN2CCN(C(=O)c3ccco3)CC2)cc1,i,1.0,-1%,1,3%,-3%,-11%,-0.8%,5%,-5.6%
Cc1ccc(NC(=O)c2[nH]cnc2C(=O)NN)cc1,i,0.3,3%,2.3,-12%,2%,-7%,-0.5%,10%,-1.8%

# The list continues:
SMILES,Myeloid diff 2,Myeloid diff 2 GFP+ MAC1+ %,LYP inhibition,TNAP activation fold,M1AAP inhibition,M17LAP inhibition,PMI inhibitors,ER stress rescue,PMI inhibition,XIAP displacement
Cc1ccc(S(=O)(=O)N2CCOCC2)cc1NC(=O)CSc1nc(N)cc(=O)[nH]1,i,0.5,-4%,.,-7%,0%,.,.,.,.
CC(=O)c1c(C)[nH]c(C(=O)NCc2ccccc2)c1C,i,1.0,1%,1.1,1%,8%,3%,-0.2%,6%,-3.8%
C=CCNC(=O)C(C#N)c1nc2ccccc2nc1N1CCCCCC1 (stereo not drawn),i,1.0,2%,1,22%,-43%,-54%,4.1%,-76%,-2.4%
CCOCC(=O)Nc1nc(-c2ccccc2)c(CC)s1,i,1.1,-6%,1.1,6%,-3%,0%,3.6%,-2%,-7.4%
O=C(Oc1cccnc1)c1ccc(Cl)cc1,i,0.6,-5%,1.2,-7%,-13%,1%,1.1%,-4%,1.6%
Cc1ccc(S(=O)(=O)N2CCCCC2)cc1NC(=O)CSc1nnc(N)s1,i,0.2,3%,1.1,12%,10%,0%,-0.7%,2%,-2.4%
O=C1/C(=C/c2ccccc2)SC(=S)N1C1CCS(=O)(=O)C1 (stereo not drawn),i,0.4,-8%,.,0%,-9%,.,.,.,.
FC(F)(F)c1ccc(Cl)c(-n2c(-c3cc(-c4ccco4)[nH]n3)n[nH]c2=S)c1,i,0.3,0%,.,19%,19%,.,.,.,.
CCOC(=O)C1CCN(C(=O)CSc2n[nH]c(=O)[nH]c2=O)CC1,i,0.7,4%,1.1,12%,-31%,9%,-3.1%,12%,0.2%
CC(/C=N/Nc1nc(C)cc(=O)[nH]1)=C\c1ccccc1,i,0.2,4%,1.2,4%,14%,-47%,-0.5%,-79%,-6.4%
NC(=S)N/N=C/c1ccccc1OCCSc1ccc(Cl)cc1,i,0.5,-5%,1,10%,1%,4%,-3.2%,-4%,-9.6%
COc1ccc(-c2cn3ccccc3n2)cc1,i,0.3,-18%,.,5%,-5%,.,.,.,.
c1ccc(C2[C@H]3CN(Cc4cccnc4)[C@H](c4ccccc4)C34CC2(c2cccnc2)C4)cc1 (stereo partly drawn),i,1.3,-2%,.,2%,7%,.,.,.,.
CCOC(=O)N1CCN(C(=S)NC(=O)c2ccc(F)c(F)c2)CC1,i,0.6,-9%,1,4%,6%,-4%,0.0%,-2%,-5.0%
Cc1ccccc1NC(=S)NCCO,i,0.7,-7%,1,15%,1%,-1%,-0.6%,1%,-6.9%
CCc1nnc(NC(=O)CCN2C(=O)CCC2=O)s1,i,2.7,-7%,1,0%,1%,4%,-2.2%,4%,-15%
O=C(N/N=C/c1cn(-c2ccccc2)nc1-c1cccnc1)c1cccnc1,i,1.6,4%,1.3,6%,19%,1%,0.5%,-1%,-1.1%
